14-3-3 PPI – modulators of human 14-3-3 gamma - Raf peptide interaction; P61981; FP, 14-3-3gamma / TMR-pS259-Raf peptide binding; inhibition, % at 40 µM; hit rate 0.19% among 160,000; AID 422; in the data active = inhibition above about 30%;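 also: 0% = protein plus tracer without compound and 100% = blank with tracer alone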
Target sequence (P61981 whole entry, looked up): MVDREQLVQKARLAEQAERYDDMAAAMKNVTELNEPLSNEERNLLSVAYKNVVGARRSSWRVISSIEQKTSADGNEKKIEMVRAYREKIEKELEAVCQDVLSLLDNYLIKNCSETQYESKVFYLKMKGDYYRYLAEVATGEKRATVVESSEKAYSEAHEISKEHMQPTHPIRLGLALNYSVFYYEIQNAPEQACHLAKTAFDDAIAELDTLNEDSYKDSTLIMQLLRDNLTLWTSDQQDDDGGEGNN
Active calls of the source: *; & = joins results of further samples.

SMILES	14-3-3 PPI
CC1CCN(S(=O)(=O)c2ccc(C(=O)NCc3ccco3)cc2)CC1	2.8
COc1ccc(-c2nc3cc(C)ccc3o2)cc1N=Cc1cc(Br)cc(OC)c1O	-1.5
COC(=O)c1ccc(NC(=O)c2c(-c3ccccc3Cl)noc2C)cc1	0.1
CCN1C(=O)c2ccc(S(=O)(=O)c3ccc(C(=O)O)cc3)cc2C1=O	-3.6
Clc1ccc(-n2ncc3c(NCC4CCCO4)ncnc32)cc1 (stereo unspecified)	-2.2
O=C(Oc1cccc(N2C(=O)C3C4CCC(C4)C3C2=O)c1)c1ccc([N+](=O)[O-])cc1 (stereo unspecified)	0.2
Cc1onc(-c2c(Cl)cccc2Cl)c1C(=O)NCCN1CCOCC1	-3.6
Cc1nc2sc(C)c(C)c2c(=O)o1	-2.5&4.9
COc1cccc2cc(-c3nnc(SCC(=O)NCc4ccccc4)n3C)oc12	4.3
O=C(Nc1ccncc1)c1cc2ccccc2oc1=O	-4.3
CC(C)CCn1c(N2CCCC2)nc2c1c(=O)[nH]c(=O)n2C	-2.9
CC1(C)Cc2c(C#N)c(N3CCOCC3)nc(Cc3ccccc3)c2CO1	3.6
Cc1noc(/C=C/N(C)C)c1S(=O)(=O)N1CCCC(C(=O)NCc2ccc(F)cc2)C1 (stereo unspecified)	-3.9
COc1cccc(NC(=O)c2ccccc2-c2nc(-c3cccc(C)c3)no2)c1	-11.2
Cc1ccc(NC(=O)C(C)N2CCOCC2)c(C(=O)c2ccccc2)c1 (stereo unspecified)	-3.7
COc1ccc(-c2cc(C(F)(F)F)n3nc(C(=O)Nc4cccc(C)c4C)cc3n2)cc1	-14.8
O=C(Nc1ccc(-n2nncc2C23CC4CC(CC(C4)C2)C3)cc1)c1cc2ccccc2oc1=O	-4.5
COc1ccc(-c2nnc(SCc3nc4ccccc4[nH]3)n2-c2ccccc2)cc1OC	-1.2
Cc1cc(NC(=O)CN2CCCCC2C)nc2c1c(=O)oc1ccccc12 (stereo unspecified)	-3.9
CCCCn1c(NC(C)=O)c(C#N)c2nc3ccccc3nc21	-16.8
O=C(Cn1cnc2sc3c(c2c1=O)CCCC3)N1CCN(c2ccccc2Cl)CC1	-5.6
O=C(NC1CCCCC1)/C(=N\O)c1ccccn1	-3.0
CC1CCCCN1CCNS(=O)(=O)c1ccc2c(c1)oc(=O)n2C (stereo unspecified)	-7.4&-10.6
CCOC(=O)c1cc2c(=O)n3ccccc3nc2n(CCOC)c1=NC(=O)c1cc2ccccc2o1	-35.3
CCc1c(-c2ccccc2)nc2nc(C)c(C)nn12	-15.3
The list goes on:
SMILES	14-3-3 PPI
COc1cc(Br)cc(CNc2ccc3oc(Cc4ccc(Cl)cc4)nc3c2)c1O	-95.3
COc1cccc(OC)c1C(=O)Nc1ccc(C(=O)Oc2ccccc2)c(O)c1	-7.3
CC(C(=O)N1CCOCCN(C(=O)C(C)N2C(=O)c3ccccc3C2=O)CCOCC1)N1C(=O)c2ccccc2C1=O (stereo unspecified)	7.1
Nc1ccc(Oc2ccc3c(c2)C(=O)N(c2ccc(C(=O)O)cc2)C3=O)cc1	-1.2
CC(=O)c1ccc(OCCCC(=O)OCc2nnc(-c3ccc(Cl)cc3)o2)cc1	5.0
Cc1sc2c(c1C)CN(C1CC(C)(C)NC(C)(C)C1)CN2C(=O)c1ccco1	-3.8
CCC1CCCCN1C(=O)c1cc(-c2cccs2)on1 (stereo unspecified)	-5.7
CCCCP(=O)(CCCC)Cc1ccccc1O	1.7
OCCN(Cc1ccccc1)Cc1cccc(C(F)(F)F)c1	-1.4
Cc1ccc(C(=O)C2CCN(CC(=O)NC3CCCCC3)CC2)cc1	-12.5
CC1CCC(N2CC(=O)N(CCc3ccc(Cl)cc3)C(c3ccc(Cl)cc3)C2=O)CC1 (stereo unspecified)	13.2
O=C(Nc1ccc(F)cc1)Nc1cccnc1Cl	-9.3
COc1ccc(CNC(=O)C2C3C=CC4(CN(Cc5ccccc5Cl)C(=O)C24)O3)cc1 (stereo unspecified)	-2.6
CCC(Sc1ccc2nnc(-c3ccc(F)cc3)n2n1)C(=O)OC (stereo unspecified)	0.5
COc1ccc(Cl)cc1NC(=O)c1oc(C)nc1C	-1.7
Clc1ccc(-c2noc(COc3ccccc3)n2)cc1	-2.0
CCN(CC)CCN1C(=O)c2oc3ccc(F)cc3c(=O)c2C1c1ccncc1 (stereo unspecified)	7.3
O=C(Nc1nnc(-c2ccccc2Cl)s1)c1ccc(S(=O)(=O)N2CCOCC2)cc1	13.7
Cc1cccc(-n2c(=O)c3c(C)c(C)sc3n(Cc3cc(=O)n4c(C)cccc4n3)c2=O)c1	-160.3
CCCOC(=O)C1=C(C)NC2=C(C(=O)CC(c3cccs3)C2)C1c1ccc(Cl)cc1 (stereo unspecified)	-20.2
O=C(Nc1ccc2oc(-c3ccccc3)nc2c1)c1ccncc1	-1.6
Cc1ccc(S(=O)(=O)NCCCNS(C)(=O)=O)cc1	0.8
O=C(Cn1c(=O)sc2ccccc21)N1CCCc2ccccc21	-5.8
COc1ccc(CNC(=O)c2c(C)cc(=O)oc2C)cc1	-3.5
CCCn1c(C(=O)O)c(CC(=O)O)c2ccccc21	0.6

Ordered by molar mass (lowest first): part of the list above
SMILES	14-3-3 PPI
CCCCP(=O)(CCCC)Cc1ccccc1O	1.7
COc1ccc(CNC(=O)c2c(C)cc(=O)oc2C)cc1	-3.5
Cc1ccc(C(=O)C2CCN(CC(=O)NC3CCCCC3)CC2)cc1	-12.5
CC(=O)c1ccc(OCCCC(=O)OCc2nnc(-c3ccc(Cl)cc3)o2)cc1	5.0
COc1ccc(CNC(=O)C2C3C=CC4(CN(Cc5ccccc5Cl)C(=O)C24)O3)cc1 (stereo unspecified)	-2.6
CCCOC(=O)C1=C(C)NC2=C(C(=O)CC(c3cccs3)C2)C1c1ccc(Cl)cc1 (stereo unspecified)	-20.2

Following part.
SMILES	14-3-3 PPI
O=C1CSC(c2cccc([N+](=O)[O-])c2)N1c1ccc(Oc2ccccc2)cc1 (stereo unspecified)	-4.1
Cc1ccc(CNC(=O)c2ccc3c(=O)n(Cc4ccc(Cl)cc4)c(=S)[nH]c3c2)cc1	-5.8
CCOC(=O)c1cnn2c(C(F)(F)F)cc(-c3cn(C)nc3C)nc12	0.2
Cc1ccc(-c2nc(S(=O)(=O)c3ccccc3)c(SCC(=O)Nc3ccc(F)cc3)o2)cc1	-21.2
CC(C)COC(=O)c1ccc2c(c1)C1C=CCC1C(C(=O)O)N2 (stereo unspecified)	-91.9
Cc1ccc(NC(=O)CCCN2C(=O)c3cccnc3C2=O)c(Br)c1	-7.0
CCc1ccccc1NC(=O)c1cc2ccccc2o1	-10.0
O=C(CSc1nnc(CNc2ccccc2)o1)N1CCCc2ccccc21	0.4
COc1cccc(OC)c1C(=O)NCCN1CCN(C(=O)c2c(OC)cccc2OC)CC1	-1.4
CCOC(=O)C1CCCN(C(=O)C2CCCN(S(=O)(=O)c3ccc4c(c3)oc(=O)n4C)C2)C1 (stereo unspecified)	2.9
CC1CN(S(=O)(=O)c2ccc(C(=O)Nc3cccc(-c4nc5ccccc5[nH]4)c3)cc2)CC(C)O1 (stereo unspecified)	8.1
CC(C)Cc1ccc2c(N)c(C(=O)O)sc2n1	-30.0
COc1ccc(-c2cc(C(=O)NC(C)CCc3ccccc3)c3ccccc3n2)cc1 (stereo unspecified)	-5.2
CCOC(=O)c1[nH]c(=O)[nH]c1COC(=O)c1ccco1	11.1
Cn1c(=O)oc2cc(S(=O)(=O)NCc3ccc(Cl)cc3)ccc21	-4.4
COc1ccccc1Nc1ncc(C(=O)NCC2CCCO2)c2ccccc12 (stereo unspecified)	-5.7
CCN(CC)c1nc2c(c(=O)[nH]c(=O)n2C)n1Cc1ccc(F)cc1	-5.0
Cc1cccnc1-n1c(CCN2C(=O)c3ccccc3C2=O)nc2ccccc2c1=O	-18.4&-1.9
Cc1c(C(=O)NCC2CCCO2)oc2ccc(S(=O)(=O)N3CCCCCC3)cc12 (stereo unspecified)	-1.2
CCS(=O)(=O)N1CCC(C(=O)Nc2cc(Cl)ccc2O)CC1	-28.8
CN1C(=O)CC(C(=O)NCCc2ccccc2)SC1=Nc1cccc(F)c1 (stereo unspecified)	-1.5
Cn1c(=O)c(C#N)c(-c2ccccc2)n2cnnc12	3.0
COc1ccccc1C(=O)Nc1c2c(nn1-c1cc(C)cc(C)c1)CSC2	-7.1
CCOC(=O)c1c(C)n(C)c2ccc(OCC#N)cc12	-1.2
O=C(c1ccc(-c2ccccc2)cc1)N1CCC(C(=O)N2CCCC2)CC1	1.8
The listing continues.
SMILES	14-3-3 PPI
CN(C)c1ccc(/C=c2\sc3nc(-c4ccccc4)nn3c2=O)cc1	-4.4
COc1cc(N2C(=O)CSC23C(=O)Nc2ccccc23)cc(OC)c1OC (stereo unspecified)	4.7&-3.9
COc1ccc(C)cc1S(=O)(=O)N(C)CC(=O)Nc1ccc2c(c1)OCCO2	0.2
CSc1ccccc1N1C(=O)NC2CC1(C)Oc1ccc(Cl)cc12 (stereo unspecified)	-7.3
CC1(C)CC(=O)C=C(NCCCNC2CCCCC2)C1	-2.6
CSc1nc2c(c(=O)n1-c1ccc([N+](=O)[O-])cc1)SCC2	-2.4
CCOc1ccc(N2C(=O)CSC2c2ccccc2)cc1 (stereo unspecified)	-9.3
Cc1ccc(C(C)C)c(OCc2nc(-c3nonc3N)no2)c1	-5.9
O=C(NCCCN1CCOCC1)c1ccc(F)cc1	-2.1
CN(C)c1cc(N)c2ccccc2n1 (tested in a mixture with another compound)	-6.1
O=C(NCCc1ccccc1)c1ccc(CNc2nc(=S)[nH]c3ccccc23)cc1	0.8
O=c1cc(Nc2ccccc2)cc[nH]1	-7.2
CC=CCOC(=O)C1=C(C)NC(=O)NC1c1ccc([N+](=O)[O-])cc1 (stereo unspecified)	-3.2
C=CCN(c1ccccc1)S(=O)(=O)c1ccc(F)c(C(=O)Nc2ccc(C)cc2)c1	-8.7
COc1ccc(C2NC(=S)NC(C)=C2C(N)=O)c2ccccc12 (stereo unspecified)	-8.2
O=C(CCCn1c(=S)[nH]c2cc3c(cc2c1=O)OCO3)N1CCN(c2cccc(Cl)c2)CC1	-15.8
CSC1CCCCC1(O)CSc1nc2c(cc1C#N)CCCC2 (stereo unspecified)	-10.8&-4.9
CCOC(=O)c1c(C)n(C)c2c1cc(OC(=O)C(C)(C)C)c1ccccc12	11.0
COC(=O)C1C(=O)C2=C(CC1C)NC(C)=C(C(=O)OC1CCCC1)C2c1cccs1 (stereo unspecified)	-12.9
CCOC(=O)c1cnc2c(C)cc(C)cc2c1NCCCN1CCOCC1	-7.2
COc1ccc(C2=NN(CC(=O)NCCC(C)C)C(=O)CC2)cc1	-8.1
CCc1c(C)nc2ccc(OC)cc2c1SCCC(=O)O	-8.4
CCCn1c(NCc2cccc(OC)c2OC)nc2ccccc21	-3.8
O=C(Nc1ccc(F)cc1[N+](=O)[O-])c1nn2c(C(F)(F)F)cc(-c3ccccc3)nc2c1Br	-6.3
CCN(c1ccccc1)S(=O)(=O)c1ccc(F)c(C(=O)Nc2cc(C)ccc2C)c1	-5.0
Next part:
SMILES	14-3-3 PPI
Cc1ccc(NC(=O)CSc2n[nH]c(-c3ccccc3)n2)cc1	-10.1
CCn1c(CSc2nc3ccccc3s2)nnc1SCC(=O)c1ccc2c(c1)OCCO2	-6.8
CCOCCOC(=O)C(C)Sc1n[nH]c(=O)[nH]c1=O (stereo unspecified)	-0.9&-10.0
CCCC(c1nnnn1CC(=O)OCC)N(Cc1cc2c(C)cc(C)cc2[nH]c1=O)C1CCCC1 (stereo unspecified)	-7.0
Cc1cc2ccccc2n1CCNC(=O)C12CC3CC(CC(C3)C1)C2	6.7
CCOC(=O)c1cnc2c(OC)cccc2c1Nc1cnc2ccccc2c1	-3.3
COC(=O)c1c(N)n(C(C)c2ccccc2)c2nc3ccccc3nc12 (stereo unspecified)	-1.6
Cc1ccc(-c2nn(CC(=O)NCCN3CCOCC3)c(=O)c3ccccc23)cc1	1.2
COc1ccc(NC(=O)CN2CCN(Cc3ccccc3F)CC2)cc1	-5.0
CC1CCCC(NC(=O)c2ccc3c(c2)NC(=O)CS3)C1C (stereo unspecified)	-12.7
CC(=O)NC(CCS(C)(=O)=O)C(=O)Nc1cccc(Cl)c1 (stereo unspecified)	4.2
CCCCCNC(=O)c1c[nH]c2ccc(S(=O)(=O)N(C)c3cccc(C)c3)cc2c1=O	-3.1
Cn1cccc1C(=S)N1CCOCC1	5.5
Cc1ccc(/C(O)=C2\C(=O)C(=O)N(CCCn3ccnc3)C2c2ccccc2)cc1 (stereo unspecified)	3.1
CCn1cc(SCC(=O)N2N=C(c3cccs3)CC2c2ccc(F)cc2)c2ccccc21 (stereo unspecified)	1.7
Cc1cc(=O)[nH]c(Nc2c(C)n(C)n(-c3ccccc3)c2=O)n1	-11.7
CCOC(=O)c1ccc(N=C2SC(C(=O)NCCc3ccccc3)CC(=O)N2C)cc1 (stereo unspecified)	0.0
Cc1ccc(Cl)cc1N1CCN(C(=O)c2ccc3nc4ccsc4c(=O)n3c2)CC1	-11.7
O=C(Cc1ccc(F)cc1)Nc1c2c(nn1-c1cccc(Cl)c1)CS(=O)C2 (stereo unspecified)	9.3&-0.5
CC(C)N1C(=O)CCC1C(=O)N1CCC(Cc2ccccc2)CC1 (stereo unspecified)	0.5&-6.1
CC1(C)C(C=C(Cl)Cl)C1C(=O)Nc1cccnc1 (stereo unspecified)	-11.3
COc1ccccc1-n1cc(-c2ccc(Cl)cc2)[nH]c1=S	1.0
Cc1cccc(N2CCN(S(=O)(=O)c3ccc4c(c3)n(C)c(=O)c(=O)n4C)CC2C)c1 (stereo unspecified)	-2.3
COc1ccc(-n2nc3ccc(NC(=O)C(c4ccccc4)C4CCCC4)cc3n2)cc1 (stereo unspecified)	-5.2
Cc1ccc(NC(=O)NC2=N/C(=C(/C#N)C(=O)N3CCCC3)c3ccccc32)cc1	-4.7

Four entries from above in another layout:
COc1ccccc1-n1cc(-c2ccc(Cl)cc2)[nH]c1=S
  14-3-3 PPI: 1.0
Cc1cccc(N2CCN(S(=O)(=O)c3ccc4c(c3)n(C)c(=O)c(=O)n4C)CC2C)c1 (stereo unspecified)
  14-3-3 PPI: -2.3
COc1ccc(-n2nc3ccc(NC(=O)C(c4ccccc4)C4CCCC4)cc3n2)cc1 (stereo unspecified)
  14-3-3 PPI: -5.2
Cc1ccc(NC(=O)NC2=N/C(=C(/C#N)C(=O)N3CCCC3)c3ccccc32)cc1
  14-3-3 PPI: -4.7

Only part of the results is shown; rates above refer to the full screens.
